# Assay outcomes from PubChem.
# D2 ag: HTS Assay for Allosteric Agonists of the Human D2 Dopamine Receptor: Primary Screen for Agonists; 340,000 compounds, 0.53% hits; activation, % at 2 µM; HEK293 T-REx D2 cells, calcium flux agonist mode;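 active = activation over 3 SD above normal in the single-dose calcium agonist read, cut at about 30% in these data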; also: 0% is about no effect
# Target sequence (P14416 whole entry, looked up): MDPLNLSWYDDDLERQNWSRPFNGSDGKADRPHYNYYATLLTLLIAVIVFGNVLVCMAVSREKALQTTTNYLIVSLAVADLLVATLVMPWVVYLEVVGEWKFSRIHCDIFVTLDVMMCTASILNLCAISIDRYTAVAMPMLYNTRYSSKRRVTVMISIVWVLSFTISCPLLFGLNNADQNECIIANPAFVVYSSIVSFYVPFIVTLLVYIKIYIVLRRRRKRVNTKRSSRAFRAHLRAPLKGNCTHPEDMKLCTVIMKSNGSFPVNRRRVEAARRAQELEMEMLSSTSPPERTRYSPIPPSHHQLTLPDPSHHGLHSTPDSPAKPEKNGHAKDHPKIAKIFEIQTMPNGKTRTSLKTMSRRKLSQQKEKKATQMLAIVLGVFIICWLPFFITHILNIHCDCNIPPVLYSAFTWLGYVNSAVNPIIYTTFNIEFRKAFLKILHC
#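 In this primary screen, compounds producing a positive calcium signal within 180 s of addition to tetracycline-induced, force-coupled HEK293 Trex D2 cells are flagged; cells are dye-loaded with a no-wash calcium kit beforehand.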
# RGS4 inhibitor: Inhibitors of Regulator of G Protein Signaling (RGS) 4: qHTS. Regulator of G-protein signaling 4 (Homo sapiens), P49798. AID 504845, 2011. 390,000 compounds, 0.039% hits. Potency, µM (series often up to 114 µM), without a hit: top-dose activity change, negative = inhibition, hits mostly inhibitors. Transcreener GDP fluorescence polarization, RGS4-accelerated GTP hydrolysis; also: potency is read from the fitted curve at half-maximal effect; % is scaled to controls: 0 for no effect and ±100 for the full control effect; nearly all actives have a fitted effect of over 75% in size; some results filed as inactive show a strong effect at the top dose
# Target sequence (P49798 whole entry, looked up): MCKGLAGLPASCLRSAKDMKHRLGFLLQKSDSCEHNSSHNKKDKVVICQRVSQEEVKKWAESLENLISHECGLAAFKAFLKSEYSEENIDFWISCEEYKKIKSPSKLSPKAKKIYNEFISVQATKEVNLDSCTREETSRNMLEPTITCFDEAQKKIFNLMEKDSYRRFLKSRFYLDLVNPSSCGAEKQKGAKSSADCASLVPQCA
#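 MLSMR compounds (23 nl, pin-transferred) preincubated 10 min at room temperature with a 500nM (2x) first reagent, then RGS4 at 900nM (2x) plus Transcreener GDP mix added; fluorescence polarization (620/688 nm) read before and after 90 min at 30 °C.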
# Vif-A3F inh: qHTS for Inhibitors of Vif-A3F Interactions: qHTS; AID 602313, 2012; HeLa A3F-eYFP + Vif (tagged APOBEC3F with the HIV-1 protein that degrades it), YFP fluorescence increase; Potency, µM (series often up to 46.1 µM), for the others: at the top dose activity, negative = active; 390,000 compounds, 0.2% hits; also: potency is read from the fitted curve at half-maximal effect; % of control where 0% means no effect; nearly all actives have a fitted effect of over 65% in size
#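 Fluorescence increase (Ex 488/Em 500-530) after overnight compound treatment at 37 deg C flags inhibition of Vif-driven A3F-eYFP loss in stable HeLa A3F-eYFP/Vif cells seeded overnight beforehand.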
# LDHA inh: qHTS assay for inhibitors of human lactate dehydrogenase. L-lactate dehydrogenase A chain (Homo sapiens), P00338. purified LDHA, NADH/diaphorase-resazurin fluorescence; hits give low values. activity change, % (values are at about 110 or 230 µM). 480,000 compounds, 0.15% hits. AID 1347041, 2019; in the data active = activity change below about -30%; inconclusive = mostly about -25% to -30%;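 also: plate controls were DMSO wells for no effect and wells without enzyme for full effect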
#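 Human LDH5 at 2 nM final in Tris HCl pH 7.4 with 0.06 mM NADH and 0.2 mM pyruvate, reacted 5 minutes at room temperature. Remaining NADH coupled via diaphorase/resazurin; resorufin fluorescence read at 0 and 20 minutes, normalized to enzyme-free and DMSO wells.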
# GRP78 ERSR act: qHTS for Inducers of the Endoplasmic Reticulum Stress Response (ERSR) in Human Glioma: qHTS; U87-MG GRP78 promoter luciferase reporter, 16 h; 420,000 compounds, 0.02% hits; Potency, µM, for inactives: at the top dose activation, most hits filed as activators; also: potency is read from the fitted curve at half-maximal effect; series mostly up to about 76 µM; % of control where 0% means no effect; nearly all actives have a fitted effect of over 35% in size
#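 Stably transfected U87-MG human glioma cells carrying a GRP78-based luminescent sensor were seeded at 1000 cells/well, pin-dosed with compounds and incubated 16 h. Luciferase reagent was then added, and end-point luminescence was read after 10 min at room temperature.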
# D2 antagonist: HTS Assay for Allosteric Antagonists of the Human D2 Dopamine Receptor: Primary Screen for Antagonists. D(2) dopamine receptor (Homo sapiens), P14416. HEK293 TREx D2 cells, calcium flux, dopamine EC80. inhibition, % at 10 µM. 340,000 compounds, 2% hits. AID 485344, 2010; in the data active = inhibition above about 30%; also: 0% is about no effect
#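 Dopamine at EC80 is the agonist stimulus; test compounds precede it by 180 s. Calcium flux read kinetically in a force-coupled, inducible HEK293 T-REx D2 cell line.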
# ALOX12 inh: Primary qHTS assay for inhibitors of human arachidonate 12S-lipoxygenase (ALOX12): Round 2; Polyunsaturated fatty acid lipoxygenase ALOX12 (Homo sapiens), P18054; purified 12hLO, xylenol orange hydroperoxide absorbance; Potency, µM (doses to about 108 µM), for the others: at the highest dose activity change, negative = inhibition, most hits filed as inhibitors; 580,000 compounds, 1.1% hits; also: potency is read from the fitted curve at half-maximal effect; % is scaled to controls: 0 for no effect and ±100 for the full control effect
#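 Hydroperoxide product was detected by ferrous iron/xylenol orange as the 573 to 405 nm absorbance ratio. Arachidonic acid at 40 uM (final) was turned over for 30 min at room temperature by 150 nM human 12hLO, pH 7.0 Hepes buffer, after 15 min compound preincubation.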
# ERG Ets-DNA blk: qHTS for Small Molecule Inhibitors of the ERG Ets/DNA interaction. Transcriptional regulator ERG (Homo sapiens), P11308. fluorescence polarization, His-ERG Ets domain / labelled DNA. 370,000 compounds, 0.028% hits. Potency, µM (titrated, usually from 76.9 µM), without a hit: top-dose FP activity, negative = inhibition, most hits filed as inhibitors; active = well fitted inhibition curve with a large enough effect in the polarisation, with a control signal flat; inconclusive = small, poorly fitted or top-dose-only effect, or effect the other way, or a change in a side signal; inactive = no such curve, though single readings can be large or run the other way; the % refers to the polarisation;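 also: polarization taken with two DNA probes labelled with fluorescein and Texas red; potency is read from the fitted curve at half-maximal effect; % of control where 0% means no effect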
#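 His-tagged ERG Ets domain (1 uM in the protein solution; 300mM KCl, 50mM Tris-HCl, 1mM EDTA, 1mM DTT, pH 7.5) received compound, then a probe mix of 5 nM fluorescein-DNA and 100nM Texas-615-DNA. Fluorescence polarization was read for both dyes.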
# Vif-A3G inh: qHTS for Inhibitors of Vif-A3G Interactions: qHTS | HeLa A3G-eYFP + Vif (tagged APOBEC3G with the HIV-1 protein that degrades it), YFP fluorescence, overnight | DNA dC->dU-editing enzyme APOBEC-3G (Homo sapiens), Q9HC16 | Potency, µM (top dose mostly 46.1 µM), for inactives: at the top dose activity, negative = active, hits mostly inhibitors | 410,000 compounds, 0.076% hits | AID 602310, 2012;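 also: potency is read from the fitted curve at half-maximal effect; % is scaled to controls: 0 for no effect and ±100 for the full control effect; nearly all actives have a fitted effect of over 60% in size; hits raise eYFP signal because A3G escapes Vif-driven loss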
# Target sequence (Q9HC16 whole entry, looked up): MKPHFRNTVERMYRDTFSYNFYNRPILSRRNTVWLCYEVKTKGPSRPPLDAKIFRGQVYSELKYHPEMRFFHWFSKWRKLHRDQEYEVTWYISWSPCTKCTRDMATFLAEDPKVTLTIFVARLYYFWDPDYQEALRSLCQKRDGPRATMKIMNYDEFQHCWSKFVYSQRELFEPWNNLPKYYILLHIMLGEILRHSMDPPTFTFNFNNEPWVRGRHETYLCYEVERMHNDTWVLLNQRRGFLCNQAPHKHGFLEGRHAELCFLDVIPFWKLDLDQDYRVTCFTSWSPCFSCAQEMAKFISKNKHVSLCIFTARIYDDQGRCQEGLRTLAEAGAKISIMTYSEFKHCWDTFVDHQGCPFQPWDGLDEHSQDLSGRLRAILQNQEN
#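 Read-out is eYFP fluorescence (Ex 488/Em 500-530) from Vif-expressing HeLa A3G-eYFP cells; more signal means A3G escaped Vif-mediated degradation. Cells plated overnight, compound pinned in, incubated overnight at 37 deg C.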
# * = called active by the depositor; ? = inconclusive; . = no result given; & = joins results of further samples; [ ] = another dose, or the depositor's remark. Unless noted, calls follow the shape of the dose curve; as a rule, active = well fitted curve in the direction sought with a large enough effect; inconclusive = small, poorly fitted or top-dose-only effect, or another doubt; inactive = no such curve, though single readings can be large; an effect the other way counts as inactive or inconclusive. A portion of the library. The share of hits here may be higher or lower than overall.
SMILES,D2 ag,RGS4 inhibitor,Vif-A3F inh,LDHA inh,GRP78 ERSR act,D2 antagonist,ALOX12 inh,ERG Ets-DNA blk,Vif-A3G inh
CC1=C(C(=O)Nc2ccc(C)cc2C)C(c2cccs2)n2nc(SCc3ccccc3Cl)nc2N1 (configuration not stated),0.0,2.9%,-0.1%,1.6,-1.2%,.,?,0.4%,0.2%
CCCCN(CCCC)S(=O)(=O)c1ccc2oc(C(=O)NCc3ccccc3)c(C)c2c1,0.5,6.7%,2.6%,-1.6,-2.1%,.,-23.3%,-6.1%,-0.8%
Cc1ccccc1NC(=O)N1CCN(C(=O)c2ccco2)CC1,13.7,-1.6%,?,-17.6,-1.4%,-6.6,-1.1%,6.9%,3.4%
Cc1ccc(-c2c(C)c(-c3ccc(F)cc3)nc(N)c2C#N)o1,0.1,-17.3%,-4.0%,-2.7,-4.5%,-16.4,?,-2.6%,-2.7%
COc1ccc(CN(C)C(=O)Cn2ccc(N)nc2=O)cc1OC,-1.6,-23.1%,-5.0%,-5.0,-5.8%,-7.5,-2.8%,4.1%,3.5%
COc1ccc(C)cc1NC(=O)Cn1c(=O)n(Cc2nc(C)no2)c(=O)c2ccccc21,0.5,-11.0%,-1.4%,0.0,-4.1%,.,-14.8%,-7.4%,3.6%
CNC(=O)CCc1nc(-c2ccc(C(C)(C)C)cc2)no1,0.6,-0.4%[11.4 µM],3.8%,-1.9,-5.8%,13.8,-17.0%,-3.0%,0.8%
O=C(O)C(Cc1c[nH]c2ccccc12)NS(=O)(=O)c1ccc(Cl)c(C(F)(F)F)c1 (configuration not stated),-1.1,-19.9%,0.8%,-5.7,-2.6%,-11.1,39.8µM*,-8.3%,1.9%
CN(C)c1ccc(/C=C2\CCCCC2=O)cc1,-1.2,-26.7%,2.6%,-1.1,-7.6%&-5.2%,-0.2,?,-2.0%,-0.9%&0.9%
O=C(CSc1ncnc2c1oc1ccccc12)NCC1CCCO1 (configuration not stated),.,-13.5%,6.6%,-4.8,3.5%,.,-7.7%,-1.4%,-6.0%
O=C(Cc1ccccc1)N/N=C/c1ccccc1OCc1ccc(Cl)cc1,.,8.5%,4.1%,-7.0,-6.8%,.,2.7%,-7.5%,-9.9%
N=c1ccn2c(n1)OC1C(O)C(CO)OC12 (configuration not stated),.,0.1%,0.0%,0.4,-2.9%&-3.6%&-2.6%,-9.4,0.0%,6.5%,2.0%
Cc1cc(NC(=O)CSc2ncn(-c3ccccc3)n2)no1,-0.6,-1.4%,-7.0%,-0.9,-3.6%,-9.3,13.5%,1.4%,-4.1%
C=CC[C@H](CC(=O)NCCO)C(=O)N[C@@H](COC(=O)[C@@H](CC=C)CC(=O)OC(C)(C)C)Cc1c[nH]c2ccccc12,.,-16.3%,-9.3%,3.5,-3.4%,.,?,8.1%,-1.6%
C=CCn1c(C)cc(C(=O)COc2ccc(S(=O)(=O)N3CCCC3)cc2[N+](=O)[O-])c1C,-1.2,0.3%,-7.2%,-1.8,-0.1%,-10.7,-12.6%,-7.0%,-1.5%
COC[C@@H]1CCCN1[C@@H]1CS(=O)(=O)N[C@H]1COCc1ccccc1,.,.,.,-4.1,-3.7%,.,?,.,0.8%
CCN(CC)S(=O)(=O)c1ccc(C(=O)NCCCn2ccnc2)cc1,1.0,-9.1%,11.2%,-1.9,3.3%,9.2,-17.4%,3.4%,4.7%
COc1ccc(CN(C)C(=O)c2cc(S(=O)(=O)N3CCCCCC3)ccc2OC)cc1OC,-0.3,12.1%,-3.1%,-1.9,-5.0%,-6.4,147.4%[activator],2.5%,-5.3%
COc1ccc(S(=O)(=O)N2CCN(CC(=O)N3c4ccccc4CC3C)CC2)cc1OC (configuration not stated),-1.0,9.8%,4.9%,-3.4,-3.2%,-15.7,-11.8%,2.0%,-6.4%
CC(C)CC(=O)NC(NC(=S)Nc1cccc2cccnc12)C(Cl)(Cl)Cl (configuration not stated),-0.5,-9.1%,3.7%,-0.8,-2.9%,13.3,397.7%[activator],2.1%,-8.2%
O=C(Cn1cnc2c(nnn2Cc2ccc(Cl)cc2)c1=O)N1CCN(c2ccccc2)CC1,0.1,8.8%,6.0%,-10.1,-5.4%,-16.7,28.0%,1.5%,2.2%
CCn1c(=O)c2cc(C(=O)Nc3cc(C)c(Cl)cc3OC)sc2c2ccccc21,.,3.6%,-0.5%,4.6,-2.7%,.,-5.4%,-9.3%,1.7%
O=c1c(S(=O)(=O)c2ccc(Cl)cc2)cn(Cc2cccc(F)c2)c2ccc(F)cc12,1.0,5.8%,4.9%,-5.8,-3.3%,-12.2,-10.7%,-9.5%,-1.6%
Cn1c(SCC(=O)N2CCCC2)nnc1-c1ccc(S(=O)(=O)N2CCCC2)cc1,-0.2,-5.2%,0.2%,-7.6,-3.5%,12.0,19.7%,-7.8%,0.2%
OCCN1CCN(c2ncnc3c2c(-c2ccccc2)cn3-c2ccc(F)cc2)CC1,0.1,-14.9%,10.1%,-21.6&-2.8,-2.3%,-5.5,7.6%&-14.2%,53.6%[activator],-0.9%
COc1cc(C=O)c(Br)cc1OCC(=O)NCCc1ccccc1,-1.0,-7.5%,1.3%,-1.5,-2.6%,6.7,-12.3%,-3.7%,1.2%
CCOc1ccccc1NC(=S)N1CCN(c2ccccc2F)CC1,9.7,-8.1%[56.9 µM],11.1%,-5.8,-1.4%,18.4,-20.2%,2.8%,-0.1%
Cc1ccc(CC2S/C(=N/c3ccccn3)NC2=O)cc1 (configuration not stated),0.4,-5.0%,-3.0%,-3.4,-1.4%,5.7,1.9%,-2.7%,1.4%
COc1cc(NC(=O)c2cc(-c3ccc(F)cc3OC(C)C)n[nH]2)cc(OC)c1OC,.,.,.,2.0,-7.5%,.,-2.1%,.,-3.0%
O=C(CCc1ccncc1)N1CCCC(Nc2ccc(F)cc2)C1 (configuration not stated),0.3,-1.5%,-4.2%,0.4,5.2%,-21.8,6.2%,-2.5%,0.5%
CC(=O)Nc1nccc(-c2cc(-c3ccccc3)no2)n1,-0.7,10.2%,6.2%,-11.0,12.0%,1.1,.,-1.3%,0.3%
COc1ccc(NC(=O)CCc2c(C)nc3nc(CNC(=O)c4cccc(F)c4)nn3c2C)cc1OC,-0.3,34.5%[11.4 µM],-1.1%,0.7,-1.0%,-0.9,-11.4%,18.3%,1.4%
COc1ccc(CN2C(=O)C(CC(=O)NCc3cccs3)CC(C(=O)N3CCOCC3)=C2C)cc1 (configuration not stated),.,.,-1.9%,-4.6,-4.6%,.,-4.2%,.,-6.6%
c1ccc(-n2cnnc2SCc2cn3ccsc3n2)cc1,0.4,-8.0%,-1.1%,-9.3,-4.2%,27.5,3.0%,9.0%,-4.1%
O=C(Nc1ccc(S(=O)(=O)N2CCCC2)cc1)c1ccc2c(=O)n3c(nc2c1)CCCCC3,0.1,-27.5%,6.2%,4.9,-5.1%,13.9,-2.3%,-2.7%,1.3%
O=C(NCCO)c1ccc2c(c1)S(=O)(=O)c1ccccc1C2=O,0.3,8.2%,0.7%,-1.3,-0.4%,23.4,-5.9%,9.7%,1.2%
COc1ccc(OC)c(NC(=O)c2ccc3c(c2)CCN3S(C)(=O)=O)c1,0.2,13.2%,4.6%,-7.4,-0.7%,-2.0,?,2.0%,-0.2%
COc1cc(S(=O)(=O)N2CCCC2)c(C)cc1C,0.5,21.3%,3.4%,-6.6,-3.1%,-6.5,13.2%,-1.5%,1.0%
CCC(C(=O)OCC(=O)Nc1ccc(SC(F)F)cc1)c1ccccc1 (configuration not stated),1.5,8.3%,1.9%,-1.6,-3.6%,4.9,0.5%,-2.7%,-2.7%
CC(C)c1ccc(C2CC(=O)N3CN(C4CCCCC4)CSC3=C2C#N)cc1 (configuration not stated),0.1,?,1.9%,23.1,-1.7%,.,17.8µM*,?,6.5%
O=C(CN1CCN(c2ccccn2)CC1)Nc1ccc([N+](=O)[O-])cc1C(=O)Nc1ccccc1F,-1.4,-51.3%,-0.6%,3.8,-5.1%,-16.1,-1.7%,19.4%,1.1%
Cc1cc(NC(=O)NCC(F)(F)F)no1,0.6,-18.1%,-18.0%,-2.3,-3.5%,0.4,0.0%,0.9%,-4.0%

# Some values from the list.
# Reading for COc1ccc(CN(C)C(=O)c2cc(S(=O)(=O)N3CCCCCC3)ccc2OC)cc1OC in ALOX12 inh: 147.4%[activator]
# Reading for COc1cc(S(=O)(=O)N2CCCC2)c(C)cc1C in GRP78 ERSR act: -3.1%
